# SR-BI DiI inh: inhibitors of mouse SR-BI mediated HDL lipid uptake; Q61009; ldlA[mSR-BI] CHO cells, DiI-HDL uptake fluorescence, 3 h; inhibition, % at 12.5 µM; 0.96% of 320,000 active; AID 488896;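 active means mean replicate inhibition of at least 70% and a set share of replicates each scoring 70 or more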;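 further: 0% = median of neutral control wells and 100% = median of positive control wells; values of inactives mirror those of a sister screen read the other way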
# Target sequence (Q61009 whole entry, looked up): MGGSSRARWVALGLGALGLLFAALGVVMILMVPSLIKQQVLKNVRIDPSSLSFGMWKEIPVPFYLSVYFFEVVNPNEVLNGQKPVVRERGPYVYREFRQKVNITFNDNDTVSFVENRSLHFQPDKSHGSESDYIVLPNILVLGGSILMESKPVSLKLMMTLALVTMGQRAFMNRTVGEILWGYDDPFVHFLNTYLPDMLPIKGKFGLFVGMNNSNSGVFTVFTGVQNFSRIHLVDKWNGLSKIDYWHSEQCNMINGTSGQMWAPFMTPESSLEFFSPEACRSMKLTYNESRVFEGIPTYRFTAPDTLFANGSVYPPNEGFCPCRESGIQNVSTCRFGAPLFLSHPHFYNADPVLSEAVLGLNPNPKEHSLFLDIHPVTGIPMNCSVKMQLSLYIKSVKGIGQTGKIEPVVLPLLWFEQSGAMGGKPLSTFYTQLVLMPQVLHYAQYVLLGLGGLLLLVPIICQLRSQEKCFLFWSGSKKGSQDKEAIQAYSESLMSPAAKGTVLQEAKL
# Tat transport: E. coli Tat transport inhibition; E. coli MC4100 TorA-mCherry Tat export, fluorescence; inhibition, % at 10 µM; 0.036% of 340,000 active;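 active means mean replicate inhibition at least 50% and at least half of replicates individually reaching 50%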;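 further: exported cargo escapes ClpAP degradation while cytoplasmic cargo is degraded and loses fluorescence; 0% = median of neutral control wells and 100% = median of NaSCN control wells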
# AddAB inh: less growth of phage-infected E. coli with AddAB. E. coli expressing H. pylori AddAB, absorbance growth. inhibition, % at 11.9 µM. 0.29% of 330,000 active; in the data active means inhibition above about 12%;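 further: 0% = vehicle wells of infected cells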
# Wnt bcat act: activates Wnt/beta-catenin signaling in a reporter cell assay; activator, plate reader; 1.2% of 300,000 active; activation, % at 9.35 µM; in the data active means activation above about 30%, passing the limit was not always enough;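 further: 0% = neutral control wells and 100% = positive control wells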
# SR-BI uptake up: SR-BI HDL lipid transfer activation; CHO ldlA[mSR-BI] cells, DiI-HDL uptake fluorescence, 3 h; 100 = double the neutral-control signal; activation, % at 12.5 µM; 0.096% of 320,000 active; AID 504775;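 active means mean replicate activation of at least 60% and every replicate at or above 60%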;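 further: 0% = median plate neutral-control signal and 100% = twice that signal; values of inactives mirror those of a sister screen read the other way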
#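 Material: SR-BI-overexpressing, LDLR-lacking CHO cells | Dosing: Single compound concentration, delivered by pin transfer | Probe or stimulus: Labelled HDL, 10 µg/mL | Signal: Bottom-read cell fluorescence after medium removal, ex 550/em 595 nm | Schedule: 3 h, 37 °C | Evaluation: HDL uptake via cellular fluorescence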
# CAL PDZ FP-1: human CAL PDZ-peptide interaction inhibition; purified CAL PDZ, TMR-peptide fluorescence polarization, 1 h; Q9HD26; 0.02% of 330,000 active; inhibition, % at 20 µM; AID 504414;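 active means highest replicate inhibition of at least 40%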;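 further: plate controls were DMSO neutral control wells for no effect and unlabeled competitor peptide control wells for full effect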
#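 System: tagged CAL PDZ domain. Schedule: 1 h room-temperature incubation prior to read. Signal: fluorescence polarization (mP). Measure: percent inhibition from loss of millipolarization.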
# E coli growth: bacterial growth inhibition, counter-screen for AddAB inhibitors | E. coli V3065 growth, OD600 absorbance, 18 h | inhibition, % at 11.9 µM | 0.27% of 330,000 active;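 active means inhibition above the campaign's mean inhibition across all tested compounds plus 3 SD, cut at about 9.9% in these data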;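 further: uninfected addAB+ strain grown without phage in ampicillin broth; 0% = DMSO wells and 100% = ciprofloxacin 0.95 µg/ml wells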
# phage Ecoli inh: E. coli growth loss with phage present | growth absorbance | inhibition, % at 11.9 µM | 0.26% of 360,000 active; in the data active means inhibition above about 11%
# CAL PDZ FP-2: CAL PDZ (human) peptide binding inhibition. inhibition, % at 24.9 µM. purified CAL PDZ, TMR-peptide fluorescence polarization, 1 h. AID 602252. 0.92% of 300,000 active. Q9HD26;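 active means mean inhibition of at least 30% with at least half of replicates also reaching 30%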;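 further: 0% = DMSO neutral control and 100% = excess unlabeled competitor peptide PRC23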
# MITF act: MITF TRPM1 promoter activation in melanoma cells; SK-MEL-5 TRPM1-promoter luciferase, 24 h; % of positive control, neutral wells = 0; activation, % at 12.5 µM; 0.75% of 300,000 active; AID 588334;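 active means mean activation of at least 80% with every replicate also reaching 80%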;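 further: 0% = neutral control wells and 100% = parthenolide positive control wells; values of inactives mirror those of a sister screen read the other way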
# * hit, by the source's call; . = no result given. Random draw from the library. Share with any hit: about 3.6%.
SMILES,SR-BI DiI inh,Tat transport,AddAB inh,Wnt bcat act,SR-BI uptake up,CAL PDZ FP-1,E coli growth,phage Ecoli inh,CAL PDZ FP-2,MITF act
C[C@@H]1CC[C@]2(C(=O)O[C@@H]3O[C@H](CO)[C@@H](O)[C@H](O)[C@H]3O)CC[C@]3(C)C(=CCC4[C@@]5(C)C[C@@H](O)[C@H](O)[C@@](C)(C(=O)O[C@@H]6[C@H](O)C[C@@]7(C)C(CC[C@]8(C)C7CC=C7[C@H]9[C@](C(=O)O[C@@H]%10O[C@H](CO)[C@@H](O)[C@H](O)[C@H]%10O)(CC[C@@H](C)[C@@]9(C)O)CC[C@]78C)[C@@]6(CO)C(=O)O)C5CC[C@]43C)[C@@H]2[C@]1(C)O (some centres undefined),-41,13,4.4,-3,41,-1.5,1.1,0.7,-7,0
CCCCCCc1ccc(OCC(=O)OC)cc1OCC(=O)OC,-14,20,1.5,2,14,-2.3,-0.4,1.2,-1,-5
CCOc1cc(/C=C2\SC(=S)N(Nc3ccccc3)C2=O)ccc1O,36,8,5.6,0,-36,-1.3,-2.1,2.9,-5,.
COc1ccc(CN(Cc2nc3ccccc3c(=O)[nH]2)C(=O)c2ccco2)cc1,.,1,0.8,0,.,-4.0,-2.8,1.0,-4,7
CNC(=O)c1sc(=S)n(-c2ccc(OC)cc2)c1N,-12,0,1.5,-1,12,-2.8,0.2,1.2,-3,-8
CC(=O)N1CCOc2ccc(S(=O)(=O)NC(C)c3ccccc3)cc21 (centres undefined),-7,-5,0.7,0,7,-2.6,-2.1,3.7,0,5
CCN(CC)CCOC(=O)c1ccc2c(c1)OCCO2,-5,-4,0.6,0,5,0.1,-1.0,0.5,4,4
Cc1cc(C(=O)NN=C2CC(=O)CC(C)(C)C2)c(C)o1,-53,-6,2.2,-4,53,1.3,-1.6,3.2,-8,-17
CSc1ncccc1C(=O)Nc1nnc(C2CC2)s1,6,1,1.7,0,-6,-6.5,0.4,4.5,-4,5
COc1ccc(Cl)cc1NC(=O)CN(C)C(=O)c1ccc(-n2nc(C)cc2C)cc1,35,7,-2.5,3,-35,0.0,-0.7,1.9,-4,-3
Cc1ccnc(NC(=O)c2cccc(NC(=O)c3ccc(Cl)cc3)c2)c1,89*,3,.,0,-89,-2.4,.,1.5,3,.
FC(F)(F)c1nc2ccccc2n1CCNc1nc(CN2CCCCC2)cs1,-20,-8,1.0,-1,20,-0.3,-1.4,-0.6,1,7
CCCC(C(=O)NC(C)(C)C)N(Cc1ccccc1Cl)C(=O)c1snc(C(N)=O)c1N (centres undefined),-16,9,2.1,-3,16,-0.7,-0.5,0.4,.,3
O=C(Cc1ccc(-n2c(=O)c3ccccc3n(Cc3ccccc3Cl)c2=O)cc1)NCC1CCCO1 (centres undefined),.,4,0.7,0,.,-1.0,0.0,1.4,-1,-8
O=C(CSc1n[nH]c(-c2ccccc2Cl)n1)NC1CCCCC1,.,-3,5.0,-1,.,-2.4,3.5,-0.5,-5,-2
Cc1cc(NC(=O)c2cc(-c3cccc(Cl)c3)on2)no1,12,5,1.5,.,-12,0.5,-1.4,4.4,1,27
COc1ccc(/C=N/NC(=O)CNC(=O)c2cccs2)cc1,-12,-6,4.6,.,12,-1.7,-1.1,-0.2,-4,8
CCOC(=O)C1CCCN(C(=O)CCCn2c(=O)c3cccn3c3cccnc32)C1 (centres undefined),12,-2,-0.1,0,-12,-1.9,-0.2,3.5,1,-5
Cc1nc2ccc(C(=O)N3CCSCC3)cc2s1,-1,-5,0.1,-3,1,-2.7,-1.7,2.6,-3,-1
Cc1cc(NC(=O)CSc2ccc3nnc(-c4cccc(F)c4)n3n2)no1,8,-6,1.1,-1,-8,-3.5,2.2,4.2,-2,-8
CCOc1ccc(C=Nc2cccc3ncccc23)cc1,-21,-5,0.9,1,21,-1.7,1.7,3.9,-1,0
CCOc1cc(/C=N/NC(=O)CCc2n[nH]c(=O)[nH]c2=O)ccc1O,-3,5,4.8,-8,3,-2.4,-0.6,4.0,-3,12
O=C(NCc1ccco1)c1cc(-c2ccco2)on1,-15,0,2.2,-1,15,-3.0,1.8,.,-1,39
COc1ccc(OC)c(CC(=O)Nc2ccc3c(c2)CCC3)c1,21,0,4.7,0,-21,-0.3,0.4,3.1,-2,2
Cc1ccc2c3c1C(=O)C(=O)N3C(C)(C)CC2C (centres undefined),-7,-5,0.3,-13,7,0.8,-1.4,1.2,1,-6
Cc1c(Cl)cccc1NC(=O)CSc1ncnc2c1cnn2CCO,9,-5,.,-2,-9,-3.2,.,1.6,-2,-4
O=C(CN1CCOCC1)Nc1ccc([N+](=O)[O-])cc1,.,-9,0.7,2,.,.,-2.1,-1.5,-5,-4
COc1cc2[nH]c(=O)n(CCCCCC(=O)NCCCN3CCOCC3)c(=O)c2cc1OC,-12,3,1.8,-5,12,-0.9,1.2,-2.0,-1,.
O=C(COc1ncnc2ccccc12)N1CCOCC1,-4,7,-0.2,.,4,0.3,0.3,3.2,-4,10
CC(C)n1c(NCc2ccc(Cl)cc2)nc2ccccc21,.,2,-0.7,-3,.,-0.8,0.8,1.3,1,0
COc1ccc(S(=O)(=O)NCCN2CCOCC2)cc1Br,6,-1,5.0,0,-6,-0.3,-3.6,1.7,4,17
O=C1c2ccccc2-c2c1cccc2C(=O)N(CCO)CCO,-12,4,-1.2,.,12,-1.8,-1.5,1.4,3,0
O=C(COC(=O)CNC(=O)C1CCCCC1)Nc1ccc(Cl)cn1,-42,-3,2.9,.,42,-0.6,3.5,1.6,.,8
O=C(NCCC(=O)N1CCCCC1)c1ccccc1Cl,5,2,2.3,2,-5,-1.4,-0.8,-1.1,7,-8
CCC(=O)Oc1ccc2ccccc2c1CNC(=O)c1ccccc1,39,7,1.1,-3,-39,-1.0,-0.8,2.8,6,-20
O=C(c1ccc2c(c1)N(Cc1ccccc1)CCS2)N1CCCCC1,5,1,4.1,-2,-5,1.0,-1.9,1.2,-1,-7
O=C(CN1CCCCCC1)N1c2ccccc2Sc2ccc(C(F)(F)F)cc21,8,2,-0.4,.,-8,-2.0,0.1,3.5,-1,9
CC1=NN(c2ccc(C)cc2)C(=O)/C1=C/c1ccc(-c2cc([N+](=O)[O-])ccc2O)o1,17,11,.,11,-17,-2.8,.,0.7,-4,.
Cn1nnnc1SCC(=O)NCCc1ccc(Cl)cc1,-5,-7,0.1,.,5,-1.2,1.4,0.5,-3,7
CS(=O)(=O)NCCNC(=O)c1cc(OCC(F)(F)F)ccc1OCC(F)(F)F,-27,-26,1.7,-4,27,-0.3,-1.4,2.0,-3,24
Cc1ccc(NN=C2C(=O)OC(C)(C)OC2=O)c(C)c1,-20,-7,4.3,7,20,-0.4,-1.7,1.6,5,120*
COc1ccc2sc(-c3ccccc3OC)c(C#Cc3cncn3C)c2c1,34,-10,1.7,0,-34,-2.0,-1.6,2.6,-2,12
Clc1ccc(C2=NCCn3nc4ccccc4c32)cc1,24,-3,2.6,4,-24,-1.5,-1.4,4.2,-2,-12
O=Nc1c(O)c2ccccc2c2ccccc12,9,-9,10,-10,-9,-0.3,5.8,11*,0,-96
O=c1c2cc(N3CCOCC3)ccc2[nH]c(=S)n1Cc1ccccc1Cl,11,-10,-0.7,-1,-11,2.7,-0.4,3.3,-2,8

# In another format: 4 of the compounds above.
Cn1nnnc1SCC(=O)NCCc1ccc(Cl)cc1
  SR-BI DiI inh: -5; Tat transport: -7; AddAB inh: 0.1; Wnt bcat act: .; SR-BI uptake up: 5; CAL PDZ FP-1: -1.2; E coli growth: 1.4; phage Ecoli inh: 0.5; CAL PDZ FP-2: -3; MITF act: 7
COc1ccc(S(=O)(=O)NCCN2CCOCC2)cc1Br
  SR-BI DiI inh: 6; Tat transport: -1; AddAB inh: 5.0; Wnt bcat act: 0; SR-BI uptake up: -6; CAL PDZ FP-1: -0.3; E coli growth: -3.6; phage Ecoli inh: 1.7; CAL PDZ FP-2: 4; MITF act: 17
CS(=O)(=O)NCCNC(=O)c1cc(OCC(F)(F)F)ccc1OCC(F)(F)F
  SR-BI DiI inh: -27; Tat transport: -26; AddAB inh: 1.7; Wnt bcat act: -4; SR-BI uptake up: 27; CAL PDZ FP-1: -0.3; E coli growth: -1.4; phage Ecoli inh: 2.0; CAL PDZ FP-2: -3; MITF act: 24
O=c1c2cc(N3CCOCC3)ccc2[nH]c(=S)n1Cc1ccccc1Cl
  SR-BI DiI inh: 11; Tat transport: -10; AddAB inh: -0.7; Wnt bcat act: -1; SR-BI uptake up: -11; CAL PDZ FP-1: 2.7; E coli growth: -0.4; phage Ecoli inh: 3.3; CAL PDZ FP-2: -2; MITF act: 8

# Continuation.
SMILES,SR-BI DiI inh,Tat transport,AddAB inh,Wnt bcat act,SR-BI uptake up,CAL PDZ FP-1,E coli growth,phage Ecoli inh,CAL PDZ FP-2,MITF act
Clc1ccc(-c2ccnc3nc(N4CCOCC4)nn23)c(Cl)c1,-12,6,.,-1,12,-0.5,.,0.2,-3,7
COc1ccc(NC(=O)CN(C)C(=O)c2ccccc2Sc2ncnc3sc(C)c(C)c23)cc1,-6,-6,-0.5,-2,6,-0.9,1.0,2.1,0,-2
O=C1Nc2ccc([N+](=O)[O-])cc2C1(O)N1CCCCCC1 (centres undefined),-4,6,2.0,.,4,-1.7,-0.1,-0.1,-3,0
Cn1c(-c2ccccc2)cnc1NCc1ccc(F)cc1,-21,-13,.,-1,21,0.2,.,0.1,.,4
CCSc1ncc(Cl)c(C(=O)Nc2ccc(S(=O)(=O)Nc3ncccn3)cc2)n1,-9,-2,0.9,0,9,-2.5,1.4,2.2,4,-5
NC(=O)c1ccc[n+](CC(=O)NCc2ccc(Cl)cc2)c1,2,7,-0.2,2,-2,1.4,0.2,3.3,-5,8
N#C/C(=C(/O)c1ccc(C(=O)c2ccccc2)cc1)c1nc2ccccc2[nH]1,-243,-4,0.9,2,243*,0.3,1.9,-0.8,0,0
CCCc1cc(C(=O)Cc2ccccn2)c(O)cc1O,.,1,-1.2,1,.,0.4,-0.3,-3.0,1,-12
CC[n+]1c(/C=C/C=C/N(C(C)=O)c2ccccc2)sc2ccccc21,19,-17,2.2,-1,-19,-11,-0.3,1.0,-10,-43
Cc1ccc(CS(=O)(=O)CCC(=O)NCCC2=CCCCC2)cc1,-4,-5,5.4,0,4,-2.3,-2.7,1.8,-1,0
COc1ccccc1C(=O)NCCC(=O)NC(C)c1ccc(-n2ccnc2)cc1 (centres undefined),1,-8,1.7,-10,-1,-2.8,2.7,1.3,-5,-1
Cc1ccc(C(=O)N/C(=C\c2ccc(Cl)cc2)C(=O)NCCN2CCOCC2)cc1,.,21,3.2,-2,.,-2.2,-0.8,-0.3,0,-3
O=C(N/N=C\c1ccc(CNS(=O)(=O)c2ccc(Cl)cc2)o1)C(=O)Nc1ccc(Oc2ccccc2)cc1,68,-2,4.6,.,-68,-5.3,2.1,4.8,-1,-42
CCc1n[nH]c(=S)n1/N=C/c1cccc2ccccc12,8,6,1.9,-1,-8,.,1.7,0.6,.,-7
CCC(C)(c1ccc(C=O)s1)c1ccc(C=O)s1,1,2,0.6,-3,-1,-1.4,0.9,1.1,-6,-2
CCC1=C(OC(=O)N(CC)CC)N2C(=O)OC(=NCC3CC3)[C@]2(C)[C@H]2C1=CC[C@H]1C(=O)N(CC)C(=O)[C@H]12,-2,2,1.9,0,2,-0.4,1.7,2.1,-5,1
COc1ccc(S(=O)CC(=O)Nc2ccccc2Cl)cc1 (centres undefined),-19,-5,-2.3,1,19,-1.7,-1.6,3.5,8,-2
